# Large T inhibition – TAg ATPase/helicase activity blockers – biochemical (AID 1903) | SV40 large T antigen ATPase/helicase inhibition assay; higher % means a stronger effect | inhibition, % at 20 µM; hits with a dose series show IC50 in µM | 0.39% of 310,000 active; in the data active = a potency from the dose series; inconclusive = inhibition mostly from about 32% at the one dose, without a potency; inactive = the rest, 99 in 100 with inhibition below about 32%; note: strong numbers were not always called active
# PMI inhibitors – inhibitors of human PMI, primary screen, biochemical, fluorescence intensity, coupled assay (AID 1209). purified PMI enzyme, coupled fluorescence intensity; higher % means a stronger effect. 0.42% of 190,000 active. one-dose inhibition, % at 20 µM; IC50 in µM for titrated hits;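 note: plate controls were DMSO vehicle for no effect and wells lacking substrate for full effect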
# ER stress rescue – protection against thapsigargin-triggered cell killing – 384-well, CSM14.1, ATP luminescence, primary screen (AID 1222); CSM14.1 thapsigargin-induced death rescue, ATP luminescence; higher % means a stronger effect; 190,000 tested, under 10 active; cellular ATP content (survival), % at 20 µM; hits with a dose series show EC50 in µM;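 active = EC50 below 50 µM in the dose-response confirmation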;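 note: death triggered by thapsigargin at about 15 µM added after 2 h compound pretreatment; cell ATP read after overnight thapsigargin exposure of roughly 18 to 22 hours; normalized against plate controls of thapsigargin alone and 5% DMSO vehicle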
# Salmonella PhoP GFP – PhoP-dependent GFP reporter repression – Salmonella Typhimurium, primary screen (AID 1863) | S. Typhimurium PhoP-regulated promoter GFP reporter, 4 h; higher % means a stronger effect | 0.16% of 300,000 active | inhibition, % at 50 µM, or IC50 in µM where a hit was titrated;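 active = inhibition over 29.93%, a cutoff 3 SD above the screen mean, later confirmed by dose response; inconclusive = inhibition over 29.93% but no dose response follow-up; inactive = inhibition at most 29.93% or unconfirmed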;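 note: 0% = low Mg2+ inducing control and 100% = high Mg2+ repressing control; strong numbers were not always called active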
# RSV antiviral HEp-2 – inhibition of RSV-induced cytopathic effect – HEp-2 cells, primary 10 µM value included (AID 2391); 0.13% of 310,000 active; HEp-2 cells, RSV-induced CPE inhibition; higher % means a stronger effect; CPE inhibition, % at 10 µM; hits with a dose series show IC50 in µM; in the data active = a potency from the dose series; inconclusive = CPE inhibition mostly from about 23% at the one dose, without a potency; inactive = the rest, 99 in 100 with CPE inhibition below about 21%; note: strong numbers were not always called active
# TNAP activation fold – human TNAP enzyme activators, primary screen, biochemical, luminescent, no phosphate acceptor, uHTS (AID 1001); one-dose activation fold at 20 µM; EC50 in µM for titrated hits; 0.03% of 200,000 active; purified TNAP, luminescent activation assay, no phosphate acceptor; higher activation fold means a stronger effect; in the data active = activation fold from about 3, or a potency from the dose series; inactive = the rest, 99 in 100 with activation fold below about 1.6; note: many of its hits are not listed in these tables
# Ins promoter up – MIN6 insulin promoter up-regulation; MIN6 insulin promoter-GFP reporter, high-content imaging; stronger effect = higher value; z-score at 5 µM; 0.3% of 190,000 active;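 active = z-score above 3 at 5 µM with at least 500 cells counted in the well; inconclusive = wells under 500 cells, flagged as cytotoxic or low count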
# West Nile virus CPE – West Nile virus antiviral activity, cell-based, CPE readout (AID 1621) | one-dose CPE inhibition, % at 10 µM; IC50 in µM for titrated hits | 0.02% of 290,000 active | West Nile virus-infected cells, CPE inhibition; higher % means a stronger effect; in the data active = a potency from the dose series; inconclusive = CPE inhibition mostly from about 3.7% at the one dose, without a potency; inactive = the rest, 99 in 100 with CPE inhibition below about 2.2%; note: strong numbers were not always called active
# PMI inhibition – MPI inhibition at elevated mannose 6-phosphate – biochemical, fluorescence intensity, high mannose 6-phosphate, primary screen (AID 1220); recombinant PMI enzyme, coupled fluorescence intensity; higher % means a stronger effect; 0.66% of 190,000 active; one-dose inhibition, % at 20 µM; IC50 in µM for titrated hits
# Ins promoter up cell count – recorded beside Ins promoter up, whose call it bears; cell count; measured here: cytotoxicity, nuclei count;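 total cells summed across four imaged fields per well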
# An asterisk follows results filed as active; ? = inconclusive; · = no result given. Cut-off read from the data, not from the text of the source, unless noted: active = inhibition above about 50%; inactive = the rest.
SMILES,Large T inhibition,PMI inhibitors,ER stress rescue,Salmonella PhoP GFP,RSV antiviral HEp-2,TNAP activation fold,Ins promoter up,Ins promoter up cell count,West Nile virus CPE,PMI inhibition
N#C/C(=C\c1cccnc1)c1ccccc1[N+](=O)[O-],6%,·,·,1%,0.9%,·,·,·,0.3%,·
Oc1ccccc1C1=Nc2nc3ccccc3n2C(c2ccccc2)C1 (centres undefined),16%,-24%,·,-14%,-0.1%,1,0.9,1213,-0.1%,-71%
CCn1nnnc1SCC(=O)Nc1ccc(OCc2ccccc2)cc1,-4%,-2%,0.8%,-6%,0.1%,1.1,·,·,-0.2%,-5%
CCOc1cc(/C=N\NC(=O)c2ccc(NC(=O)C(C)(C)C)cc2)ccc1OC(=O)c1cccc(C)c1,2%,0%,-1.5%,-1%,?,1,0.13,1293,0.8%,0%
Cc1ccc(C(=O)N2CCC(C(=O)NCc3ccco3)CC2)cc1,8%,·,·,-4%,0.7%,·,·,·,-0.1%,·
CCC(=O)Nc1cccc(NC(=O)CSc2nnc(C(C)C)n2CC)c1,-7%,6%,0.1%,17%,-0.2%,1.1,-0.18,1165,1.4%,5%
O=C(c1cc2ccccn2n1)N1CCCC1,5%,-7%,0.2%,16%,·,1.1,-0.63,948,·,-11%
COc1ccc2[nH]c(=O)c(CN(C(C)=O)c3ccc(C)cc3C)cc2c1,-1%,·,·,1%,3.8%,·,·,·,-0.6%,·
CCN(CC)C(=O)Cc1ccccc1,·,·,·,-7%,1.4%,·,0.08,1034,-0.2%,·
CC(C)(C)C(=O)Nc1cccc(-c2ncon2)c1,8%,·,·,-3%,·,·,-0.05,1427,0.5%,·
O=C(CSCc1c(F)cccc1Cl)NCC1CCCO1 (centres undefined),23%,-5%,-1.7%,3%,-0.5%,1.1,·,·,0.1%,-4%
Cc1cccc(NNC(N)=S)c1C,4%,-31%,1.7%,6%,-0.8%,1,0.1,1316,0.4%,-24%

# In the list so far, these contain an aryl thioether with sulfur outside any ring.
SMILES,Large T inhibition,PMI inhibitors,ER stress rescue,Salmonella PhoP GFP,RSV antiviral HEp-2,TNAP activation fold,Ins promoter up,Ins promoter up cell count,West Nile virus CPE,PMI inhibition
CCn1nnnc1SCC(=O)Nc1ccc(OCc2ccccc2)cc1,-4%,-2%,0.8%,-6%,0.1%,1.1,·,·,-0.2%,-5%
CCC(=O)Nc1cccc(NC(=O)CSc2nnc(C(C)C)n2CC)c1,-7%,6%,0.1%,17%,-0.2%,1.1,-0.18,1165,1.4%,5%

# Continuation:
SMILES,Large T inhibition,PMI inhibitors,ER stress rescue,Salmonella PhoP GFP,RSV antiviral HEp-2,TNAP activation fold,Ins promoter up,Ins promoter up cell count,West Nile virus CPE,PMI inhibition
O=C(O)COc1ccc(Cl)cc1CO,1%,-6%,-4.3%,-2%,3.2%,1.1,-0.05,1125,0.0%,-12%
Cc1cc(NC(=O)CCC2CCCC2)no1,-3%,5%,-1.6%,5%,1.7%,1.1,-0.67,1248,-0.1%,2%
Cc1ccc(OCC(O)CN2CCN(CCO)CC2)c(C)c1 (centres undefined),4%,·,·,8%,1.2%,·,·,·,0.0%,·
O=S(=O)(Nc1ncccn1)c1ccc(NC(=S)Nc2ccccc2)cc1,1%,·,·,-1%,0.9%,·,·,·,0.5%,·
Nc1ccc(S(=O)(=O)c2ccc(Cl)cc2)cc1,-4%,11%,-3.9%,-4%,2.1%,1.1,·,·,0.7%,8%
COc1cccc(/C=C2/C(=O)NN(c3ccc(Br)cc3)C2=O)c1O,10%,·,·,1%,10%,·,·,·,0.3%,·
CCOC(=O)C1CCN(C(=O)/C=C/c2cc(OC)c(OC)c(OC)c2)CC1,8%,-11%,-1.2%,-12%,1.9%,1.1,0.01,1366,-0.8%,-7%
O=C(OC1CCCCC1=O)c1cc(S(=O)(=O)N2CCOCC2)ccc1F (centres undefined),10%,·,·,-8%,1.2%,·,·,·,0.3%,·
CC(=O)Nc1ccc(S(=O)(=O)N2CCC(NC(=O)C(Cc3cccn3C)NC(C)=O)CC2)cc1 (centres undefined),5%,3%,-1.2%,6%,2.9%,1.1,-0.13,1358,0.2%,4%
O=[N+]([O-])c1ccc(N2CCN(C(=S)Nc3cccc(F)c3)CC2)cc1,12%,10%,-0.2%,-8%,-0.7%,1,-0.12,1507,-1.1%,12%
O=C(c1cccc2ccccc12)N1CCN(CC2CC=CCC2)CC1 (centres undefined),7%,11%,-1.7%,3%,3.5%,1.1,-1.8,1200,-0.7%,-1%
CCOC(=O)c1c(C)[nH]c(C(=O)OCc2ccc(C)cc2)c1C,11%,·,·,-5%,14%,·,·,·,-0.5%,·
CCc1cccc(NC(=O)CCC(=O)O)c1,1%,-2%,-1.2%,-1%,0.7%,1.1,-0.05,1306,-0.4%,-5%
O=C(O)CCCC(=O)Nc1cc([N+](=O)[O-])ccc1O,-1%,9%,-2.4%,3%,2.5%,0.9,0.58,1345,1.1%,10%
Cc1ccc(C(=O)N/N=C/c2ccc3c(c2)OCO3)o1,8%,2%,-6.6%,-10%,1.3%,1.1,-0.39,1296,-0.5%,-4%
NC(=O)C1Cc2ccccc2CN1S(=O)(=O)c1ccc(Cl)s1 (centres undefined),4%,·,·,7%,1.1%,·,·,·,-0.7%,·
COC(=O)c1ccccc1NC(=O)C1CCCCC1C(=O)O (centres undefined),14%,10%,-2.8%,-3%,0.5%,1.1,0.04,1937,·,11%
c1ccc(-c2onc3c2CCCC3)cc1,20%,1%,2.2%,-2%,2.4%,1,1.7,784,-0.1%,-7%
S=c1[nH]nc(-c2ccccn2)n1/N=C/c1ccco1,19%,·,·,-4%,0.8%,·,0.35,1181,-0.2%,·
N/C(=N\OC(=O)CCc1ccccc1)c1ccccc1Cl,8%,5%,-1.2%,-2%,0.5%,1,-0.08,1571,0.0%,4%
CCOC(=O)CSc1nc2ccccc2n1C(=O)OCC,-3%,6%,-1.6%,-1%,1.0%,1.1,-0.25,1529,-0.3%,27%
Cc1cc(NC(CC(C)C)C(=O)O)nc(Cc2ccccc2)n1 (centres undefined),3%,-15%,-1.9%,-1%,3.2%,1,0.72,1277,0.2%,-8%
COC(=O)N/N=C/c1ccc(OC(=O)/C=C/c2ccco2)cc1,25%,·,·,-8%,3.1%,·,-0.22,1365,0.2%,·
O=C(O)CCCC(=O)Nc1cccc(C(F)(F)F)c1,4%,0%,-3.4%,0%,1.5%,1.1,0,1326,0.2%,-10%
O=C(NCc1ccccc1)c1ccc(CS(=O)(=O)Cc2ccc(F)cc2)o1,6%,·,·,1%,1.7%,·,·,·,-0.5%,·
O=C1CN(c2ccccc2Cl)C(=O)CN1c1ccccc1Cl,5%,-4%,-0.1%,-2%,-1.1%,1.1,-0.9,1301,0.3%,-8%
N#Cc1ccc(CSc2nnc(NC(=O)CN3C(=O)C4CC=CCC4C3=O)s2)cc1 (centres undefined),4%,6%,-1.1%,-4%,1.9%,1.1,0.59,985,0.3%,2%
O=C(Nc1ccccn1)N1CCOCC1,-2%,-7%,-3.2%,0%,2.2%,1.1,·,·,0.2%,-10%
Cc1ccc2nc(NC(=O)CS(=O)(=O)Cc3ccccc3)sc2c1,5%,·,·,-2%,5.4%,·,·,·,0.2%,·
CCOC(=O)c1cc([N+](=O)[O-])sc1N,13%,-21%,0.1%,3%,4.6%,1,0.67,1243,1.4%,-14%
COc1ccc(NC(C)=O)cc1NC(=O)CN1CCN(C2c3ccccc3-c3ccccc32)CC1,13%,6%,8.2%,-5%,?,1.7,-1.1,1390,-0.2%,7%
COc1ccc(C(=O)Nc2cc(C(=O)NCCc3ccccc3)ccc2Cl)cc1,-3%,7%,0.1%,2%,4.6%,1.1,0.03,877,0.3%,9%
O=C1c2c(O)cc(O)cc2O[C@@]12c1c(cc(O)c3c1O[C@H](c1ccc(O)cc1)[C@@H](O)C3)O[C@@H]2c1ccc(O)cc1,?,-4%,-0.8%,4%,2.6%,0.9,0.98,1278,2.3%,24%
O=S(=O)(NC1CC1)c1ccc(F)c(F)c1,3%,·,·,10%,0.8%,·,·,·,-0.3%,·
CCOC(=O)CC1C(=O)NCCN1Cc1cccc(OC)c1 (centres undefined),-1%,-2%,1.1%,10%,2.5%,0.9,0.23,924,-0.1%,-2%
COc1cc(CCCN2C(=S)NC[C@@H]2CC2CCCCC2)cc(OC)c1OC,8%,·,·,3%,-1.0%,·,-0.94,1014,-0.9%,·

# Some of these compounds in order of the PMI inhibition value, high to low:
Structure | Large T inhibition | PMI inhibitors | Salmonella PhoP GFP | RSV antiviral HEp-2 | TNAP activation fold | West Nile virus CPE | PMI inhibition
Nc1ccc(S(=O)(=O)c2ccc(Cl)cc2)cc1 | -4% | 11% | -4% | 2.1% | 1.1 | 0.7% | 8%
O=C(Nc1ccccn1)N1CCOCC1 | -2% | -7% | 0% | 2.2% | 1.1 | 0.2% | -10%
Oc1ccccc1C1=Nc2nc3ccccc3n2C(c2ccccc2)C1 (centres undefined) | 16% | -24% | -14% | -0.1% | 1 | -0.1% | -71%

# Following part
SMILES,Large T inhibition,PMI inhibitors,ER stress rescue,Salmonella PhoP GFP,RSV antiviral HEp-2,TNAP activation fold,Ins promoter up,Ins promoter up cell count,West Nile virus CPE,PMI inhibition
CC(=O)OC[C@H]1O[C@@H](O/N=C/C[C@@H]2C=C[C@H](OC(C)=O)[C@@H](COC(C)=O)O2)[C@H](OC(C)=O)[C@@H](OC(C)=O)[C@@H]1OC(C)=O,7%,-6%,-4.2%,2%,-1.3%,1.1,1.3,996,·,-1%
CC(=O)Nc1ccc(/C=N/NC(=O)c2cc3cc(C)ccc3nc2C)cc1,1%,3%,-2.9%,4%,-1.0%,1,·,·,0.2%,3%
O=C(Nc1ccc(CN2CCOCC2)cc1)c1ccc(F)cc1,12%,·,·,1%,0.3%,·,·,·,-0.2%,·
COc1ccccc1OCc1nc2ccccc2[nH]1,7%,8%,-2.0%,2%,3.1%,1.1,0.06,1688,-0.3%,9%
O=C(c1cccs1)N1CCC(N2CCN(c3ccccc3)CC2)CC1,3%,7%,-2.3%,-5%,-0.5%,1,0.76,1009,-0.4%,2%
CCNC(=S)NNC(=O)c1nn(C)c(C)c1Cl,6%,9%,0.4%,7%,-1.4%,2.4,0.01,1639,-0.2%,12%
Cc1cccc(CN2C(=O)c3ccccc3Sc3ccc(C(=O)NCCCN4CCOCC4)cc32)c1,5%,·,·,10%,-0.5%,·,·,·,-0.1%,·
Cc1ccc(SCCC(=O)Nc2ccccc2Br)cc1,2%,6%,-1.4%,-10%,11%,1.1,0.09,1439,0.2%,2%
CN(CC(=O)Nc1cccc(F)c1)CC(=O)Nc1cccc([N+](=O)[O-])c1,5%,3%,0.2%,-2%,2.2%,1.1,-0.41,1225,-1.1%,3%

# Screening data from PubChem.
